# From PubChem BioAssay
# PfM18AAP inh = PfM18AAP inhibitors, malaria aminopeptidase, primary screen, biochemical, QFRET, recombinant enzyme. M18 aspartyl aminopeptidase (Plasmodium falciparum 3D7). H-Glu-NHMec fluorogenic cleavage. inhibition, % at 7.35 µM. 290,000 compounds, 1.2% hits. AID 1822, 2009;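 active = inhibition above the campaign mean inhibition over all tested compounds plus 3 SD, cut at about 28% in these data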;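 note: 0% = plate median of test compound wells and 100% = 2 mM ZnCl2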
# MEKK2mut PB1 HTS = MEK5 binding signal on mutant MEKK2 PB1, primary screen, biochemical, multiplex bead flow cytometry, Alexa488-MEK5; percent response, % at 10 µM; Alexa488-MEK5 binding to MEKK2 mutant; 290,000 compounds, 0.35% hits; in the data active = percent response above about 24%, passing the limit was not always enough; note: inactives centre near 1; some results filed as inactive read as strong as hits; reference of the scale not given here
# OXTR ag = human OXTR agonists, primary screen, fluorescence, CHO-OTR cells, Fluo-8 calcium | 320,000 compounds, 0.32% hits | AID 2435, 2010 | Fluo-8 calcium fluorescence; normalized: DMSO 0%, oxytocin 100% | activation, % at 3 µM;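 active = activation above the mean of all tested compounds plus 3 SD, cutoff set per screening run, cut at about 20% in these data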;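 note: peak over basal fluorescence ratio from a 100 s FLIPR kinetic read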
# Target sequence (P30559 whole entry, looked up): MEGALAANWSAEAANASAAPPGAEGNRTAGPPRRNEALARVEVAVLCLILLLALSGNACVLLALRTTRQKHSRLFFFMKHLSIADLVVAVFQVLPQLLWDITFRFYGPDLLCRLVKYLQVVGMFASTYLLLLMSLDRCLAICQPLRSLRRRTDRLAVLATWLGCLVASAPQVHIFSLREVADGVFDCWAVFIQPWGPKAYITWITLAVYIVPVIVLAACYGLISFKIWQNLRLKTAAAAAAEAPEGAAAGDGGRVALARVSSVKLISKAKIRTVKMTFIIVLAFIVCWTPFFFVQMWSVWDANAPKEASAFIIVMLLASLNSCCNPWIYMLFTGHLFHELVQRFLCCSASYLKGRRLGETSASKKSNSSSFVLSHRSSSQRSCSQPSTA
# GPR7 antag = GPR7 receptor antagonists, primary screen, cell-based, fluorescence, single concentration | Neuropeptides B/W receptor type 1 (Homo sapiens), P48145 | GPR7-expressing cells, fluorescence antagonist assay | inhibition, % at 4.4 µM | 290,000 compounds, 1.1% hits | AID 1861, 2009; in the data active = inhibition above about 16%, passing the limit was not always enough;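 note: cells stimulated with the agonist NPW; 0% = agonist with vehicle and 100% = vehicle without agonist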
# Target sequence (P48145 whole entry, looked up): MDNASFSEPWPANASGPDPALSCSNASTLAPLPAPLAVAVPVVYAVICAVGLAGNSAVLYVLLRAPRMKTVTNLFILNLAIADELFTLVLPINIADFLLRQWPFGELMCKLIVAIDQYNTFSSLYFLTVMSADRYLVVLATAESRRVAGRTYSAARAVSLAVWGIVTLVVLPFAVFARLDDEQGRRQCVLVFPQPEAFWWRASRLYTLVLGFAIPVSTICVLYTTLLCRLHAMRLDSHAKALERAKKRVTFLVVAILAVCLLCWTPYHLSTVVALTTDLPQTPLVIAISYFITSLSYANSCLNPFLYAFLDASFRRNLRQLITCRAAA
# MEKK2 WT-MEK5 = modulators of MEK5 binding to wildtype MEKK2, primary screen, biochemical, multiplex bead flow cytometry, Alexa488-MEK5; AID 1531, 2009; 290,000 compounds, 1.1% hits; Alexa488-MEK5 binding to MEKK2 WT; actives lie on both sides; Mitogen-activated protein kinase kinase kinase 2 (Homo sapiens), Q9Y2U5; binding response (% of control), % at 10 µM; in the data active = binding response below about 67% or above about 130%
# FID counter = compounds displacing fluorescent DNA intercalator, primary screen, artefact control for HCV NS3 helicase inhibitor project, biochemical, FID fluorescence; DNA fluorescent intercalator displacement; inhibition, % at 7.9 µM; 290,000 compounds, 0.17% hits; in the data active = inhibition above about 37%;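 note: 0% = vehicle and 100% = reference compound; higher means more ethidium bromide displaced from hairpin DNA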
# NALP1 inh = NALP1 inflammasome inhibitors in reconstituted yeast, colorimetric, S. cerevisiae, triplicate retest; S. cerevisiae NALP1/ASC/caspase-1 growth, X-gal OD620, 72 h; inhibition, % at 10 µM; 280,000 compounds, 0.61% hits; in the data active = inhibition mostly above about 24%, no sharp cut-off; inactive = mostly below about 32%; note: some compounds called inactive have numbers as strong as hits
# PHOSPHO1 block = PubChem AID 1565; Phosphoethanolamine/phosphocholine phosphatase (Homo sapiens), Q8TCT1; recombinant PHOSPHO1, absorbance phosphatase assay; inhibition, % at 13.3 µM; 290,000 compounds, 1.1% hits; in the data active = inhibition above about 60%
# Target sequence (Q8TCT1 whole entry, looked up): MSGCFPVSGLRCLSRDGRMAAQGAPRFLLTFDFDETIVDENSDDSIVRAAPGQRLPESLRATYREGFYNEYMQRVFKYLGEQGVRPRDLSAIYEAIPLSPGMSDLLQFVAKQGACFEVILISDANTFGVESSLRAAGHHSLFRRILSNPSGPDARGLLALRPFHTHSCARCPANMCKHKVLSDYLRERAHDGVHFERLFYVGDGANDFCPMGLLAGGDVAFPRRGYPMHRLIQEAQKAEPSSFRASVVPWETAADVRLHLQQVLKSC
# MEKK3 PB1 HTS = modulators of MEKK3-MEK5 PB1 binding, primary screen, biochemical, wildtype MEKK3, multiplex bead flow cytometry, Alexa488-MEK5; binding response (% of control), % at 10 µM; 290,000 compounds, 1.4% hits; Mitogen-activated protein kinase kinase kinase 3 (Homo sapiens), Q99759; bead-based flow cytometry, Alexa488-MEK5 binding to MEKK3; actives lie on both sides; 0 = blocked by unlabeled MEK5, 100 = vehicle;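 active = binding response more than 3 SD above or below the average of its plate-row segment, actives on both sides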;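 note: Alexa488 bead fluorescence after subtracting the streptavidin-only scavenger bead signal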
# * marks the source's active call; other numbers are inactive results; / = no result given; & = joins results of further samples; [ ] = remark or other dose.
# Letters – A = PfM18AAP inh; B = MEKK2mut PB1 HTS; C = OXTR ag; D = GPR7 antag; E = MEKK2 WT-MEK5; F = FID counter; G = NALP1 inh; H = PHOSPHO1 block; I = MEKK3 PB1 HTS
CCOc1cc(C)c(S(=O)(=O)NCCCn2ccnc2)cc1C
  A = 3; B = 2; C = 0.6; D = -8; E = 109; F = 3; G = 11; H = 14; I = 99

COc1ccc(/C=N/NC(=O)c2ccc(CN3C(=O)c4cccc5cccc3c45)cc2)cc1O
  A = 3; B = -1; C = 0.5; D = -4; E = 98; F = -29; G = -10; H = -10; I = 101

COc1ccc(NC(C)=O)cc1S(=O)(=O)NC(Cc1ccccc1)C(=O)NCc1ccccc1C (stereo unspecified)
  A = -4; B = -11; C = -1.5; D = -1; E = 97; F = -26; G = 13; H = -10; I = 102

Cc1ccc(CN2CCNC(=O)C2CC(=O)NC2CCCCCC2)o1 (stereo unspecified)
  A = -1; B = 0; C = 0.1; D = -15; E = 103; F = -13; G = 4; H = 14; I = 100

Cc1ccc(-c2nnc(-c3ccccc3)o2)cc1Br
  A = 1; B = 3; C = -1.2; D = 5; E = 102; F = 0; G = /; H = /; I = 100

CN(C)c1ccc(/C=N\NC(=O)c2ccc(Cn3cc(Cl)cn3)cc2)cc1
  A = 0; B = -1; C = -0.8; D = 14; E = 99; F = -10; G = 21; H = 10; I = 102

Cn1c(=O)c2c(ncn2CC(N)=O)n(C)c1=O
  A = -3; B = 14; C = 0.6; D = -1; E = 115; F = 1; G = 16; H = 29; I = 110

CC(C)=C(NC(=O)c1ccccc1Br)C(=O)NCCc1nc2ccccc2[nH]1
  A = -2; B = -3; C = -0.2; D = -16; E = 101; F = -5; G = /; H = 32; I = 103

COc1ccc(OCCSc2nc(-c3ccccc3)cc(=O)[nH]2)cc1
  A = 4; B = -10; C = 0.4; D = -4; E = 90; F = 13; G = 0; H = -22; I = 100

O=C(NCCO)c1cc2ccccc2cc1O
  A = 6&6; B = 5&0; C = -0.3; D = -8&-10; E = 107&96; F = -4&1; G = 19; H = 16&8; I = 102&97

# In another format: 7 of the compounds above
compound,PfM18AAP inh,MEKK2mut PB1 HTS,OXTR ag,GPR7 antag,MEKK2 WT-MEK5,FID counter,NALP1 inh,PHOSPHO1 block,MEKK3 PB1 HTS
COc1ccc(/C=N/NC(=O)c2ccc(CN3C(=O)c4cccc5cccc3c45)cc2)cc1O,3,-1,0.5,-4,98,-29,-10,-10,101
COc1ccc(NC(C)=O)cc1S(=O)(=O)NC(Cc1ccccc1)C(=O)NCc1ccccc1C (stereo unspecified),-4,-11,-1.5,-1,97,-26,13,-10,102
Cc1ccc(CN2CCNC(=O)C2CC(=O)NC2CCCCCC2)o1 (stereo unspecified),-1,0,0.1,-15,103,-13,4,14,100
Cc1ccc(-c2nnc(-c3ccccc3)o2)cc1Br,1,3,-1.2,5,102,0,/,/,100
CN(C)c1ccc(/C=N\NC(=O)c2ccc(Cn3cc(Cl)cn3)cc2)cc1,0,-1,-0.8,14,99,-10,21,10,102
Cn1c(=O)c2c(ncn2CC(N)=O)n(C)c1=O,-3,14,0.6,-1,115,1,16,29,110
CC(C)=C(NC(=O)c1ccccc1Br)C(=O)NCCc1nc2ccccc2[nH]1,-2,-3,-0.2,-16,101,-5,/,32,103

# Next records:
# Letters – A = PfM18AAP inh; B = MEKK2mut PB1 HTS; C = OXTR ag; D = GPR7 antag; E = MEKK2 WT-MEK5; F = FID counter; G = NALP1 inh; H = PHOSPHO1 block; I = MEKK3 PB1 HTS
O=[N+]([O-])c1ccc(N(CC(O)CN2CCCCC2)S(=O)(=O)c2ccccc2)cc1 (stereo unspecified)
  A = 1; B = 4; C = 1.5; D = 2; E = 104; F = 17; G = -4; H = 19; I = 102

Cc1nc2cc(NC(=O)Nc3ccccc3Cl)ccc2n1C
  A = -6; B = -15; C = 1.2; D = 1; E = 73; F = 8; G = -2; H = 24; I = 73

O=C(CSc1nc(-c2ccco2)cc(C(F)(F)F)n1)NCC1CCCO1 (stereo unspecified)
  A = 12; B = -5; C = -0.2; D = -15; E = 94; F = -14; G = 34; H = 6; I = 96

Cc1ccc(C(=O)Nc2ncc(Cc3ccccc3)s2)o1
  A = 0; B = 5; C = -0.2; D = 9; E = 107; F = -4; G = 1; H = 28; I = 101

CCCN1C(=O)/C(=C/c2ccc(N3CCOCC3)cc2)NC1=S
  A = 7; B = -4; C = 25*; D = 1; E = 95; F = -12; G = -2; H = -5; I = 99

COc1ccc(CCNC(=O)c2nnn(CC(=O)Nc3ccccc3)c2N)cc1OC
  A = 5; B = 0; C = -1.0; D = -2; E = 100; F = -19; G = 11; H = -30; I = 98

O=C(c1ccc(Cl)nc1)N1CCN(C/C=C/c2ccccc2)CC1
  A = 0; B = 2; C = 1.2; D = -7; E = 101; F = -15; G = -1; H = 30; I = 103

CCOc1c(OC)ccc2c3c(c(=O)oc12)CCCC3
  A = -2; B = -12; C = -2.0; D = -5; E = 87; F = -5; G = 3; H = 8; I = 83

COc1cc(/C=N/NC(=O)c2sc(N)c(C#N)c2C)ccc1O
  A = -10; B = 7; C = -1.5; D = -8; E = 104; F = -1; G = 12; H = 26; I = 106

CCCN(CCC)CC(=O)N1CC(=O)Nc2ccccc21
  A = 2; B = 6; C = -0.2; D = -9; E = 102; F = -3; G = 13; H = 16; I = 99

Oc1c(N=NC(=S)Nc2ccccc2F)c2ccccc2n1Cc1ccc(Cl)cc1
  A = 0; B = -5; C = 0.1; D = -6; E = 87; F = -2; G = 0; H = 24; I = 85

O=C(CSC1=NCCS1)Nc1nc2c(s1)CCCC2
  A = -21; B = 1; C = 1.6; D = 0; E = 105; F = -12; G = 4; H = -1; I = 109

CC(Sc1ccccc1)C(=O)N1CCN(S(=O)(=O)c2ccccc2F)CC1 (stereo unspecified)
  A = -6; B = 6; C = -0.5; D = 2; E = 104; F = -35; G = 3; H = 27; I = 103

CCOc1ccc(N(CC(=O)NCCCOC)S(C)(=O)=O)cc1
  A = 0; B = 5; C = 0.3; D = 2; E = 104; F = -3; G = 0; H = -6; I = 103

CCOC(=O)N1CCC(NC(=O)c2cccnc2SC)CC1
  A = -1; B = 3; C = 1.2; D = 6; E = 107; F = -2; G = 33; H = 31; I = 108

O=C1C2C3C=CC(C3)C2C(=O)N1c1n[nH]c(-c2cccnc2)n1 (stereo unspecified)
  A = -8; B = -2; C = 0.0; D = -12; E = 85; F = 2; G = 10; H = 2; I = 87

Cc1ccc(-n2nc3c(N4CCC(C(=O)NCCc5ccco5)CC4)nnc(C)c3c2C)cc1
  A = -18; B = 1; C = -1.9; D = -8; E = 108; F = 5; G = 18; H = -27; I = 102

CCCN1C(=O)c2ccccc2NC1c1ccc(O)c(OCC)c1 (stereo unspecified)
  A = 3; B = 4; C = -1.2; D = -10; E = 104; F = -2; G = 18; H = 33; I = 101

CCC1CCCCN1CCCNC(=O)CN1C(=O)CSc2ccc(S(=O)(=O)N3CCC(C)CC3)cc21 (stereo unspecified)
  A = 1; B = 11; C = -0.4; D = 2; E = 115; F = 31; G = 10; H = 4; I = 101

O=C(NC1CC1)C1CCC(=O)N1C1CCCC1 (stereo unspecified)
  A = -6; B = -1; C = 0.3; D = -4; E = 94; F = 1; G = 20; H = -24; I = 98

CSc1ccccc1OCc1cc(C(=O)N2CCc3sccc3C2)no1
  A = 2; B = 10; C = -1.1; D = -4; E = 99; F = -18; G = 6; H = 19; I = 103

N#Cc1ccccc1NC(=O)CN(Cc1ccccc1)Cc1ccccc1
  A = -1; B = -3; C = 0.6; D = -19; E = 96; F = -26; G = -17; H = 15; I = 102

O=C(O)c1ccc(CS(=O)(=O)Cc2ccccc2F)o1
  A = 8; B = 1; C = -0.3; D = -3; E = 106; F = 3; G = 42; H = -18; I = 105

O=C(c1ccco1)N1CCN(C(=O)N2c3ccccc3Sc3ccccc32)CC1
  A = -2; B = -8; C = -1.1; D = 8; E = 90; F = -35; G = 7; H = -23; I = 78*[inhibitor]

Nc1c(C(=O)N/N=C/c2cccnc2)oc2nc(-c3ccccc3)cc(-c3ccco3)c12
  A = 9; B = -9; C = 0.3; D = 3; E = 94; F = -13; G = /; H = 17; I = 93

COc1ccc(C)cc1NC(=O)c1ccc(NC(=O)CC2SC(N3CCCC3)=NC2=O)cc1 (stereo unspecified)
  A = 5; B = 3; C = -0.3; D = -4; E = 104; F = -5; G = 6; H = 51; I = 101

C[C@]12C(=O)N(c3ccc(Cl)cc3)C(=O)N1[C@@H]1c3ccccc3OC[C@@H]1[C@H]2c1ccccc1
  A = /; B = 3; C = -0.4; D = /; E = 96; F = /; G = /; H = /; I = 99

CCOC(=O)CSc1nc(C)c(CC)c(C)c1C(N)=O
  A = -9; B = 6; C = -1.0; D = -9; E = 106; F = -3; G = -11; H = 54; I = 101

CCCn1nc2cc(C(=O)NC3CCCc4ccccc43)ccc2c1OCC (stereo unspecified)
  A = -10; B = 4; C = -2.2; D = -3; E = 100; F = -24; G = 4; H = -8; I = 106

CCOC(=O)C1(Cc2ccc(Cl)cc2)CCN(C(=O)c2ccoc2)CC1
  A = -7; B = -7; C = -0.8; D = 2; E = 91; F = -38; G = 0; H = -15; I = 95

CC(C)c1ccc(NC(=O)c2ccc(NC3=NC4CS(=O)(=O)CC4S3)cc2)cc1 (stereo unspecified)
  A = 0; B = -8; C = -0.3; D = 0; E = 95; F = -24; G = -2; H = 18; I = 98

COc1ccc(OC)c(NC(=O)CSc2ccc(-c3cccnc3)nn2)c1
  A = 0; B = 9; C = 0.5; D = -5; E = 104; F = -27; G = 2; H = 22; I = 100

Cc1csc(Sc2nc3c(c(=O)[nH]c(=O)n3C)n2CCCc2ccccc2)n1
  A = -3; B = -21; C = 0.3; D = -8; E = 1.0*[inhibitor]; F = -5; G = -4; H = 21; I = 2.0*[inhibitor]

CCOC(=O)c1cnn2c(N)c(C#N)cnc12
  A = -10; B = -6; C = -0.1; D = 17; E = 90; F = 0; G = 12; H = -117; I = 76

COc1ccc(CCNC(=O)CCCOc2ccc(Cl)cc2)cc1OC
  A = -5; B = 10; C = 1.7; D = 8; E = 111; F = -26; G = 12; H = 10; I = 107

CNC(=S)N1N=C(c2ccc(C)cc2)CC1c1ccc(Cl)cc1 (stereo unspecified)
  A = -14; B = -3; C = -0.9; D = 10; E = 93; F = -14; G = 4; H = 22; I = 104

O=C(Nc1ccc(Cl)c([N+](=O)[O-])c1)c1ccncc1
  A = 0; B = 0; C = 5.7; D = -8; E = 98; F = 5; G = 15; H = -17; I = 96

Cc1ccc(-c2nn(-c3ccccc3)cc2C2SCC(=O)N2Cc2ccccc2)o1 (stereo unspecified)
  A = -38; B = -1; C = 1.3; D = -7; E = 98; F = -6; G = 28; H = 46; I = 103

N#C/C(=C/c1ccc(O)c(O)c1)c1nc2ccccc2[nH]1
  A = 62*; B = 2; C = 4.3; D = 15; E = 102; F = -1; G = 0; H = 11; I = 104

COc1ccccc1-c1nnc2sc(-c3cc4ccccc4o3)nn12
  A = 4; B = /; C = -0.6; D = 18*; E = /; F = -4; G = 7; H = 19; I = /

COc1ccc(S(=O)(=O)Nc2ccc(S(=O)(=O)N(C)C)cc2)cc1[N+](=O)[O-]
  A = -12; B = -2; C = 0.1; D = -8; E = 98; F = 3; G = 24; H = -5; I = 102
